EP2 modulator = EP2 receptor (human) modulation | P43116 | EP2-expressing cells, cAMP HTRF FRET, PGE2 co-stimulation | hit rate 0.83% among 260,000 | induction, % at 25 µM;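 active = compounds whose cAMP rise, as percent of the full-agonist control response, exceeds 60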;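 also: rat C6 glioma line stably carrying human EP2 under a CMV promoter; the protocol text gives 20 µM as final concentration; 100% = response of wells given 1 µM PGE2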
Target sequence (P43116 whole entry, looked up): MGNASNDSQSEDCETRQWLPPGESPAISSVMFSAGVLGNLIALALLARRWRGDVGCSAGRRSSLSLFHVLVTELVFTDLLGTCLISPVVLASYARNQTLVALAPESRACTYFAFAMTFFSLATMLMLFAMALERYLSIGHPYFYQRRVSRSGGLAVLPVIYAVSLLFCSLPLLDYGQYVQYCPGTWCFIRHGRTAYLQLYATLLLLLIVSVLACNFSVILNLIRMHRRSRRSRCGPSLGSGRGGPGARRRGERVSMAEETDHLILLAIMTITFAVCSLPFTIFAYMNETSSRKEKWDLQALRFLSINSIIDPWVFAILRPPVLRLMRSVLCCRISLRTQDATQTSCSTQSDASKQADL
Starred values were filed as active, the others as inactive; & = joins results of further samples. A portion of the library, so the mix of outcomes need not match the whole.

EP2 modulator,canonical_smiles
20,COc1cccc(C(=O)Nc2sc3c(c2C(=O)NC2CCS(=O)(=O)C2)CCCC3)c1 (stereo not drawn)
-2,CC1CN(c2nc3c(c(=O)[nH]2)CCN(Cc2ccc4nccnc4c2)C3)CC(C)O1 (stereo not drawn)
8,O=C(CSc1nnc(-c2ccncc2)n1C1CCCCC1)NC1CCCC1
-117,O=C(CNC(=O)c1cccs1)OCc1ccc2ccccc2c1
-73,CC(C)Oc1ccc(C(=O)Nc2nccs2)cc1
-93,COc1cc(OC)c(OC)cc1CNc1n[nH]c2nc(C)cc(C(F)(F)F)c12
17,O=C(O)CCC(=O)N1CCN(c2ncnc3sc4c(c23)CCCC4)CC1
-24,O=S(=O)(c1ccc(S(=O)(=O)N2CCN(c3ccc(F)cc3)CC2)cc1)N1CCCC1
5,CCn1c(N2CCC(C(=O)NCCCn3ccnc3)CC2)nc2ccccc21
14,CCOC(=O)C1=C(N)Oc2c(oc(CO)cc2=O)C1c1ccncc1 (stereo not drawn)
5,CCn1nnc(NC(=O)c2ccc(Cl)cc2)n1
-80,Cc1ccc2cc(CN(CCN(C)C)C(=S)Nc3cccc(Cl)c3)c(=O)[nH]c2c1
-150,CCOc1ccc(NC(=O)CSc2nnc(-c3ccc(Cl)cc3)o2)cc1
-15,O=[N+]([O-])c1ccc(-c2nc(-c3ccc(F)cc3)c(-c3ccncc3)[nH]2)cc1
24,CC(=O)N[C@H](C(=O)O)C(C)(C)SN=O

Remaining list, next part
EP2 modulator,canonical_smiles
-15,CCC(c1nnnn1CC1CCCO1)N(Cc1cc2cc3c(cc2[nH]c1=O)OCCO3)C1CCCC1 (stereo not drawn)
12,CCc1n(CC(O)COc2ccc(F)cc2)c2ccccc2[n+]1C (stereo not drawn)
9,CCOc1ccc(NC(=O)CSc2nc(COc3ccccc3)nc3ccccc23)cc1
-39,Cn1c2ccccc2n2c(=O)n(CC(=O)N3CCOCC3)nc12
-67,CC(C)N1CCN(C(=O)c2ccncc2)CC1
-63,CCN1CCN(c2ccc(NC(=O)c3cccc(OC)c3)cc2Cl)CC1
-100,Cc1ccc(C)c2[nH]c(=O)c(CN(Cc3ccccc3)C(=S)NCCCN(C)C)cc12
2,CCOC(=O)CSc1nc2sc3c(c2c(=O)n1C1CCCCC1)CC(C)(C)OC3
-21,O=C(NC1CCCCC1)c1ccc(S(=O)(=O)NCc2cccs2)cc1
-10,Nc1cc(-c2cccs2)nn(CC(=O)N2CCCC2)c1=O
-49,COc1cc2cc(C)c(SC)nc2cc1OC
6,Cn1c(=O)c2c(ncn2CN2CCN(Cn3cnc4c3c(=O)n(C)c(=O)n4C)CC2)n(C)c1=O
-43,COc1cc(N)ccc1-c1ccc(CO)o1
52,Cc1cc2c(cc3c(=O)n(CC(N)=O)nc(C)n32)s1
-34,O=C(c1nc2ccccc2s1)C1CCN(C(=O)CCn2c(=O)oc3ccccc32)CC1

New compounds follow
EP2 modulator,canonical_smiles
37,COC(=O)c1c(NC(=O)CSc2nc3c(c(=O)n(C)c(=O)n3C)n2C(C)C)sc(C)c1C
-41,Cc1ccc(-c2cc(N)c(=O)n(CC(=O)NC3CCCc4ccccc43)n2)o1 (stereo not drawn)
12&16,N=C(N)SCCN
6,COC(=O)c1c(NC(=O)C2CC2)sc(C(=O)Nc2ccccc2F)c1C
-11,C=CCNC(=O)C1CCN(S(=O)(=O)c2ccc(OC)c(C)c2)CC1
-18,Cc1ccc2[nH]c(=O)c(CN(Cc3nnnn3Cc3ccc(F)cc3)CC3CCCO3)cc2c1 (stereo not drawn)
-15,Cc1cccc(NC(=O)CN2CCN(Cc3ccc4c(c3)OCO4)CC2)c1
-4,Cc1ccc(NC(=O)CN2CCC(C(N)=O)CC2)cc1
-44,O=C(Cc1ccc(-c2ccccc2)cc1)N1CCCC(c2nc(-c3ccncc3)n[nH]2)C1 (stereo not drawn)
-52,Cc1ccc(-c2nnc(NC(=O)C3CCC3)s2)cc1
13,COc1ccc(N(CC(=O)N2CCC(C(N)=O)CC2)S(C)(=O)=O)cc1
10,Cc1ccccc1NC(=O)CSc1nnc2c3c4c(sc3nc(C)n12)CCCC4
-28,CCOCCCNC(=O)Cn1nc(-c2ccc(OC)c(OC)c2)ccc1=O
2,Cc1ncc(CSc2ccccc2N)c(CO)c1O
-24,Cc1ccc2ccccc2c1CSc1nc(N)nc2c1ncn2CC(C)C

(cont.)
EP2 modulator,canonical_smiles
-6,CCn1cc(C(=O)O)c(=O)c2cc(F)c(N3CCN(CCC(=O)O)CC3)cc21
3,O=C(O)[C@H](O)[C@@](O)(Cc1ccc(O)cc1)C(=O)O
-12,Cc1cccc(C)c1NC(=O)Cn1cc(C(=O)C(C)(C)C)c2ccccc21
-36,CCCc1nc2ccc(NC(=O)C(C)(C)C)cc2c(=O)n1Cc1cccc(Cl)c1
-23,COc1cc2[nH]c(=O)c(C(=O)NCc3ccc(C)cc3)c(O)c2cc1OC
-71,Nc1c(C(=O)Nc2ccc3c(c2)OCO3)sc2nc3cc4c(cc3cc12)OCCO4
-4,O=C(NC[C@H]1CCCN(C(=O)c2cccnc2)C1)c1cccs1
4,NCCS(=O)O
-59,COc1ccc2c(c1)NC1(CCN(C(=O)CCn3ncc4ccccc43)CC1)c1cccn1-2
-36,CN1[C@H](C(=O)Nc2sc3c(c2C(N)=O)CCCC3)C[C@H](c2ccco2)NS1(=O)=O
4,Cc1ccc2cc(C#N)c(SCC(=O)Nc3ccccc3N3CCOCC3)nc2c1
-24,O=C(Nc1nc2c(s1)CCCC2)c1cc2ccccc2oc1=O
-2,O=C(O)[C@H]1CCCN1Cc1cc2ccccc2c2ccccc12
36,COc1ccc(Cc2nnc(NC(=O)CCC3CCCCC3)s2)cc1OC
-87,CC(=O)c1ccc(NC(=S)NC(=O)/C=C/c2ccco2)cc1

Going on with the list.
EP2 modulator,canonical_smiles
-3,COc1ccc2c(c1)cc(C)c1nn(Cc3ccncc3)c(=O)n12
49,O=C(C1=C(O)C(=O)N(CC2CCCO2)C1c1ccc(Cl)cc1Cl)c1ccco1 (stereo not drawn)
-48,CCCn1c(=N)c(C(=O)NCCc2ccccc2)cc2c(=O)n3cc(C)ccc3nc21
0,CCCn1c(SCC(N)=O)nnc1-c1ccccn1
-86,C#Cc1cccc(NCc2cc3c(C)nn(-c4ccccc4)c3[nH]c2=O)c1
-81,CC1CCN(C(=O)CSc2ncnc3scc(-c4ccccc4)c23)CC1
10,COC1=CC(C)[C@@H]2C[C@H]3OC(=O)C[C@H]4C(C)=C(OC)C(=O)C([C@@]34C)[C@@]2(C)C1=O (stereo partly drawn)
-53,CC(=O)NC1CC2CCCC(C1)N2CC(=O)Nc1ccc(N(C)C)cc1 (stereo not drawn)
-1,O=C(CN(C(=O)c1csnn1)c1cccc(Cl)c1)NC1CCCC1
33,CCc1ccc2nc(SCC(=O)Nc3cc(C)ccc3OC)c(C#N)cc2c1
-23,CCN(CC)c1ccc(C=C2C(=O)OC3(CCCC3)OC2=O)o1
-33,Cc1cc2c(o1)c1cnn(CC(=O)NC(C)c3ccncc3)c(=O)c1n2C(C)C (stereo not drawn)
-28,CC1CCCCC1NC(=O)Cn1ncc2cccn2c1=O (stereo not drawn)
37,O=C(COc1cccc2ccccc12)N1CCc2ccccc21
-27,CC1CCN(c2ccc(C(N)=O)cc2NC(=O)c2ncoc2-c2cccs2)CC1

Additional results.
EP2 modulator,canonical_smiles
-22,COc1ccc(NC(=O)N(CCCN2CCOCC2)Cc2cc3cccc(C)c3[nH]c2=O)cc1
21,COc1ccc(-n2nc3ccc(NC(=S)NC(=O)c4ccccc4OC)cc3n2)cc1
-72,Cc1ccc2cc(CN(CCN(C)C)C(=S)Nc3cccc(Cl)c3)c(=O)[nH]c2c1C
-21,CCCn1c(SCC(=O)Nc2ccccc2F)nnc1C(C)C
37,CCC(c1nnnn1CCOC)N(Cc1ccc(C)cc1)Cc1cc2c(C)cc(C)cc2[nH]c1=O (stereo not drawn)
76*,Cc1cc2cc(C(c3nnnn3C3CCCCC3)N3CCc4ccccc43)c(=O)[nH]c2cc1C (stereo not drawn)
-3,O=C(c1ccncc1)N1CCN(C2CCCCCC2)CC1
-38,COc1ccc(NC(=S)N(Cc2ccco2)Cc2cc3ccc(C)cc3[nH]c2=O)cc1
22,CC1(C)c2ssc(=S)c2-c2ccccc2N1C(=O)Cc1ccc(F)cc1
-37,Cc1ccc(N2CCCC2=O)cc1S(=O)(=O)Nc1ccc2c(c1)CC(=O)N2
-60,COc1ccccc1NC(=O)CSc1nc2c(C)c(C)ccc2cc1C
-35,CC(C)(C)C1=NN(CC(=O)NCc2ccncc2)C(=O)c2cc3ccccc3n2C1
-8,CCOCc1nnc(NC(=O)C(C)(C)C)s1
-8,Cc1cc(C)cc(N(C(=O)Cc2cccs2)C(C(=O)NC2CCCCC2)c2cccnc2)c1 (stereo not drawn)
-16,Cn1c(=O)[nH]c(=O)c2c1ncn2CC(=O)N1C2CCC1CC(c1ccc(F)cc1)C2 (stereo not drawn)

Additional entries:
EP2 modulator,canonical_smiles
-21,Cc1ccnc(SCC(=O)Nc2ccccc2Cl)n1
-75,COc1cc2cc3c(N)c(C(=O)NCC4CCCO4)sc3nc2cc1OC (stereo not drawn)
-49,O=C(c1cccnc1)C1CCN(C(=O)c2ccc(Br)s2)CC1
-4,CN(C)c1nc2ncnc(N)c2[nH]1
1,CCN(CC)CCOC(=O)c1cc(Cl)c(N)cc1OC
-133,COc1ccc(-c2cc(-c3ccc(C)cc3)nc(N)c2C#N)cc1OC
-29,Cc1cc(NC(=O)c2ccc(Br)o2)ccc1NC(=O)c1ccco1
-1,CCn1c(SCC(=O)Nc2ccccc2OC)nnc1C1CCCCC1
13,COc1ccc(S(=O)(=O)N2CCCC(C)C2)c(C)c1C (stereo not drawn)
-34,COc1ccc(CN2CCc3sccc3C2C)cc1CN1CCOCC1 (stereo not drawn)
35,Cc1ccc(CN(CCCn2ccnc2)Cc2ccc(F)c(F)c2)s1
0,COCCN1Cc2cc3cc(C)ccc3nc2OC(C)C1=O (stereo not drawn)
-55,COc1ccc(C2(NCc3cn[nH]c3-c3cccc(OC)c3)CC2)cc1
-38,O=C(COc1ccc(Cl)cc1)Nc1nc2ccc(F)cc2s1
-34,COc1ccc(CNC(=O)Cn2c(=O)n(C(C)C)c3ncccc32)cc1

Reprinted from the results shown (four entries):
EP2 modulator,canonical_smiles
0,COCCN1Cc2cc3cc(C)ccc3nc2OC(C)C1=O (stereo not drawn)
-55,COc1ccc(C2(NCc3cn[nH]c3-c3cccc(OC)c3)CC2)cc1
-38,O=C(COc1ccc(Cl)cc1)Nc1nc2ccc(F)cc2s1
-34,COc1ccc(CNC(=O)Cn2c(=O)n(C(C)C)c3ncccc32)cc1

Remaining list, next part
EP2 modulator,canonical_smiles
-63,Cc1ccccc1OCC(=O)Nc1sc(C(=O)N2CCCCC2)c(C)c1C#N
-6,COc1ccnc(Cn2ncc3cccn3c2=O)c1OC
6,O=C1NC(c2ccccc2)C(C(=O)c2ccco2)=C1O (stereo not drawn)
19,Cc1cccc(C)c1NC(=O)NC1(C(=O)N2CCCC2)CCCCC1
-53,CCOC(=O)C1C2C=CC3(CN(c4cccc5ccccc45)C(=O)C13)O2 (stereo not drawn)
7,FC(F)(F)c1nc2nc(Cl)c(Cl)nc2n1CCCN1CCOCC1
-56,O=C(CCN1C(=O)/C(=C/c2cccs2)SC1=S)NNC(=O)c1ccncc1
-59,CCC(C)OC(=O)Cn1cnc2sc(-c3ccccc3)cc2c1=O (stereo not drawn)
-14,COC(=O)[C@H]1CN(C(=O)c2cccnc2)C[C@@H]1c1ccc(F)cc1
-11,CCn1cc(C(=O)N2CCC(c3nc(C)ncc3-c3ccncc3)CC2)cn1
-3,CCOC(=O)c1cccc(NC(=O)CSc2nc3c(c(=O)n(C)c(=O)n3C)n2CC)c1
-22,COC(=O)c1ccccc1NC(=O)CSc1nnnn1-c1ccc(OC)cc1
22,CCCn1cnc2c(SCC(=O)O)nc(N)nc21
18,O=C(CN1Cc2ccccc2C1=O)NC1(c2ccc(F)cc2)CCCC1
-12,CC(=O)c1ccc(NC(=O)CSc2nnc3c(C)cc4ccc(C)cc4n23)cc1

Arranged by length of the SMILES (rising): 3 of the compounds above
EP2 modulator,canonical_smiles
22,CCCn1cnc2c(SCC(=O)O)nc(N)nc21
19,Cc1cccc(C)c1NC(=O)NC1(C(=O)N2CCCC2)CCCCC1
-63,Cc1ccccc1OCC(=O)Nc1sc(C(=O)N2CCCCC2)c(C)c1C#N

Remaining list, next part:
EP2 modulator,canonical_smiles
7,COC1CCC(C(=O)NC2(c3ccc4c(c3)OCO4)CCCC2)CC1 (stereo not drawn)
-6,COc1ccccc1NC(=O)c1sc(NC(=O)c2ccccc2F)c(C#N)c1C
-21,Cn1nnc(NC(=O)Cc2ccc(Cl)cc2)n1
8,CCCN1C[C@H](NC(=O)C2CC=CCC2)[C@@H](c2ccc(OC)cc2)C1 (stereo partly drawn)
-70,COC(=O)c1ccc(N2NC(=O)/C(=C/c3cc(OC)c(OC)c(OC)c3)C2=O)cc1
-80,CCC(=O)Nc1ccc(-c2nc3cc(CC)ccc3o2)cc1
-41,CC1CCCCC1NC(=O)C1CCCN(S(=O)(=O)c2ccc(-n3cnnn3)cc2)C1 (stereo not drawn)
-30,CCCOc1ccc(N2CC(C(=O)Nc3ccc(F)cc3F)CC2=O)cc1 (stereo not drawn)
-12,COCCn1nnnc1CN(Cc1ccc(OC)cc1)Cc1cc2c(C)cc(C)cc2[nH]c1=O
-18,Cc1cc(C(F)F)n2ncc(C(=O)N3CCC(c4[nH]ncc4-c4ccncc4)CC3)c2n1
-5,O=C(O)c1ccccc1C(=O)NCCc1ccncc1
-65,Cc1ccccc1-c1noc(C(C)NC(=O)CCN2Cc3ccccc3C2=O)n1 (stereo not drawn)
-28,Cc1cc(CNC(=O)CCn2nc(C)c(C)c2C)c2[nH]c(C)c(C)c2c1

Looked up one by one from the list above (five):
EP2 modulator,canonical_smiles
-29,Cc1cc(NC(=O)c2ccc(Br)o2)ccc1NC(=O)c1ccco1
-15,Cc1cccc(NC(=O)CN2CCN(Cc3ccc4c(c3)OCO4)CC2)c1
-150,CCOc1ccc(NC(=O)CSc2nnc(-c3ccc(Cl)cc3)o2)cc1
-3,COc1ccc2c(c1)cc(C)c1nn(Cc3ccncc3)c(=O)n12
-75,COc1cc2cc3c(N)c(C(=O)NCC4CCCO4)sc3nc2cc1OC (stereo not drawn)

Bioassay records (PubChem)
